# L3MBTL1 inh = L3MBTL1 (human) inhibition; Potency, µM (series often up to 57.1 µM), for the others: at the highest dose activity, negative = inhibition, most hits filed as inhibitors; Q9Y468; AlphaScreen L3MBTL1–H3K9me1 peptide binding; actives 0.66% (n = 230,000); note: % is set by controls: 0 for no effect and ±100 for the full control effect; nearly all actives have a fitted effect of over 60% in size
#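 L3MBTL1 50 nM + b-AHA-H3(1-15)K9me1 75 nM, 30 min RT; compound added, 30 min RT; streptavidin donor/Ni-chelate acceptor beads 10 ug/mL each final, 30 min RT dark; AlphaScreen read.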
# Tau fluor counter = counter-screen for tau fibril formation inhibitors; Potency, µM (titrated, usually from 57.7 µM), for the others: at the highest dose activity change, negative = decrease; tau K18 P301L Alexa594 fluorescence, heparin fibrillization; actives 0.93% (n = 280,000); AID 1463; note: % is set by controls: 0 for no effect and ±100 for the full control effect; nearly all actives have a fitted effect of over 55% in size
#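 Human tau K18 P301L (15 uM unlabeled, 0.24 uM Alexa 594-labeled) in 100 mM sodium acetate pH 7 with 20 uM heparin, 6 hr at 37 C. ThT 30 uM added, 1 hr ambient; Alexa 594 FP and total fluorescence read at 555/632 nm.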
# TexasRed fluor = alters Texas Red total fluorescence, flagging assay interference; AID 1479; TRb/SRC2 Texas Red total fluorescence interference; actives 0.29% (n = 280,000); Potency, µM (top dose mostly 106 µM), without a hit: top-dose fluorescence change, negative = quenching; active = well fitted curve in either direction with a large enough effect; inconclusive = small, poorly fitted or top-dose-only effect; note: % is set by controls: 0 for no effect and ±100 for the full control effect
#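 Flags fluorescent or light-absorbing compounds by total fluorescence, S + 2P, at 555 nm excitation and 632 nm emission. Mixture: 20 nM Texas Red SRC2 peptide, 0.6 uM human TRb LBD, 1 uM T3, 5% DMSO; compound exposure 5 h at ambient temperature.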
# HTT ATP protect = Huntington cell model cytoprotection by ATP luminescence. PC12 HTT-Q103 induced, cytoprotection, ATP luminescence, 40 h. Potency, µM (series often up to 56.4 µM), without a hit: cytoprotection (ATP increase), hits mostly activators. actives 0.14% (n = 230,000). AID 1471;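 note: % of control where 0% means no effect; nearly all actives have a fitted effect of over 45% in size; toxic huntingtin expression switched on by the ecdysone agonist tebufenozide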
#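 Huntington model: PC12 line, ecdysone-inducible HTTQ103 exon1–GFP, tebufenozide 100 nM. Test articles in a dose series. Endpoint luminescence from cellular ATP.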
# RECQ1 helicase = inhibitors of human RECQ1 DNA helicase; P46063; RECQ1 DNA unwinding, red fluorescence kinetic read; Potency, µM (highest dose often 57.3 µM), for inactives: top-dose activity, negative = inhibition, most hits filed as inhibitors; actives 0.54% (n = 240,000); AID 2549;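 note: plate controls were vehicle for no effect and no enzyme for full effect; nearly all actives have a fitted effect of over 30% in size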
#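 RECQ1T1 50 nM; forked duplex (20 bp + 30-nt ss tails) 200 nM, ATP 2 mM final; pH 8.0, 2 mM MgCl2, 2.5 ug/ml poly(dI-dC); 15 min compound preincubation; discontinuous kinetic read over 2 h at RT.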
# Tau ThT inhib = tau fibrillization inhibition (ThT binding); P10636; recombinant tau K18 P301L (four-repeat tau fragment), heparin-induced fibrillization, ThT fluorescence; Potency, µM (doses to about 57.4 µM), for the others: at the top dose activity, negative = inhibition, actives largely listed as inhibitors; actives 2.1% (n = 270,000); AID 1460; note: % is set by controls: 0 for no effect and ±100 for the full control effect; nearly all actives have a fitted effect of over 55% in size
# Target sequence (P10636 561-689 P618L limits assumed): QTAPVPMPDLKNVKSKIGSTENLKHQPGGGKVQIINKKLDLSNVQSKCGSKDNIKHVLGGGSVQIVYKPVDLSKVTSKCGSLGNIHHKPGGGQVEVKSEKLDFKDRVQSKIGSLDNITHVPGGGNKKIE
#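 Tau K18 P301L fragment (15 uM unlabeled plus 0.24 uM Alexa 594-labeled) in 100 mM sodium acetate pH 7 with compound, fibrillization induced by 20 uM heparin for 6 hr at 37 C. Thioflavin T (30 uM) added, fluorescence read after 1 hr (ex 450, em 510 nm).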
# Tau fibril FP = blocks human tau fibril formation measured by polarization; Potency, µM (doses to about 57.7 µM), inactives show at the top dose activity, negative = inhibition, hits mostly inhibitors; AID 1468; P10636; actives 0.39% (n = 280,000); K18 P301L tau heparin fibrillization, Alexa594 FP, 6 h; note: % is set by controls: 0 for no effect and ±100 for the full control effect; nearly all actives have a fitted effect of over 55% in size
#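 Compound effects on tau fibrillization are measured by Alexa 594 fluorescence polarization (ex 555, em 632 nm). K18 P301L tau is used at 15 uM with 0.24 uM labeled tracer, and 20 uM heparin induces aggregation over 6 hr at 37 C.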
# TRb SRC2 PPI = disrupts binding of human TR beta to SRC2. P10828. TRbeta-SRC2 peptide binding, fluorescence polarization; receptor liganded with 1 µM T3. Potency, µM (doses to about 106 µM), without a hit: at the top dose activity change, negative = inhibition, most hits filed as inhibitors. actives 0.065% (n = 280,000). AID 1469;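 note: plate controls were bound peptide for no effect and peptide without receptor for full effect; nearly all actives have a fitted effect of over 50% in size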
# Target sequence (P10828 whole entry, looked up): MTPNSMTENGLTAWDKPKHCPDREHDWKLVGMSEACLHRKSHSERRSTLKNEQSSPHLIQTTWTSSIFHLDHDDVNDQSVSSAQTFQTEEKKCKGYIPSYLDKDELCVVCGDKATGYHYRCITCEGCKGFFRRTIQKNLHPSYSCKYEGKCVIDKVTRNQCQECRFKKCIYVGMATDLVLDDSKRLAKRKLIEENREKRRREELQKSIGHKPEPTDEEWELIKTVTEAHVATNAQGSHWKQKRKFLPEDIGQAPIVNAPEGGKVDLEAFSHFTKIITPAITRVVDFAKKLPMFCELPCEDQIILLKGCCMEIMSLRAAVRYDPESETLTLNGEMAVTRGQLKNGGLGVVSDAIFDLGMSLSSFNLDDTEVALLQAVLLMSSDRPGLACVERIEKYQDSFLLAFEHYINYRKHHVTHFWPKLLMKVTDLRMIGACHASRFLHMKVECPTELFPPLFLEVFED
#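 TRb LBD 0.6 uM + Texas Red SRC2 peptide 20 nM, 1 uM T3, Tris buffer w/ 5% DMSO; compound pinned, 5 h RT; FP read ex 555/em 632; normalized to unbound and bound controls.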
# * marks the source's active call; other numbers are inactive results; i = inactive; ? = inconclusive; . = not tested or not shown; & = joins results of further samples; [ ] = dose if it differs, or a comment. Unless noted, calls come from the whole dose curve; as a rule, active = well fitted curve in the direction sought with a large enough effect; inconclusive = small, poorly fitted or top-dose-only effect, or another doubt; inactive = no such curve, though single readings can be large; an effect the other way counts as inactive or inconclusive. Potency is the fitted concentration of half-maximal effect. This is a subset; count on the stated rates, not on these rows.
SMILES,L3MBTL1 inh,Tau fluor counter,TexasRed fluor,HTT ATP protect,RECQ1 helicase,Tau ThT inhib,Tau fibril FP,TRb SRC2 PPI
CC[N@+]1(C)CCC[C@@H](OC(=O)C(O)(c2ccccc2)c2ccccc2)C1,.,.,-3%[53 µM],-33%[inhibitor][17.1 µM],-8%[25.9 µM],.,.,-1%[53 µM]
CC(C)NC(C)C(=O)c1ccc2ccccc2c1 (configuration not stated),9%,-7%,1%,-6%[10 µM],-14%,-4%,-4%,-5%
OC(Cc1ccccc1)(c1ccccc1)C1CN2CCC1CC2 (configuration not stated),.,-10%,-1%,17%,-9%,?,-9%,6%
COC(=O)c1cn(CCOc2ccccc2)c2ccccc12,30%[activator],-20%,2%,6%[10 µM],-7%,-6%,-4%,6%
Cc1ccc(-n2c(/C=C/c3ccccc3)nc3ccccc3c2=O)cc1C,.,-2%,1%,.,.,-7%,5%,-1%
CC(C)=CCc1c(O)cc2c(c1O)C(=O)CC(c1ccc(O)cc1)O2 (configuration not stated),.,?,-6%,-7%[10 µM],i,-2%,?,1%
CCN(CC)CCNC(=O)c1c(O)c2ccccc2n(Cc2ccccc2)c1=O,-8%,-5%,0%,-7%,-2%,-14%,-2%,6%
COc1nc2ccccc2c(=O)n1-c1ccc(C)cc1,10%,2%,-8%,.,-4%,0%,6%,-2%
O=C1NO[C@H]2[C@@H]1CN[C@@H]2C(=O)O,.,-6%,-6%,?,-8%,-5%,-7%,-2%
Cc1ccccc1-n1c(O)c(C=Nc2ccc3c(c2)OCO3)c(=O)[nH]c1=O,2%,4%,-1%,-6%,-1%,-7%,7%,-10%
CCN(CC)c1ccc(N=Cc2c(O)n(Cc3ccco3)c(=O)[nH]c2=O)cc1,1%,-18%,-1%,24%[10 µM],1%,?,3%,0%
O=C(c1ccco1)c1cn(Cc2ccccc2)c2ccccc12,.,?,1%,-49%[inhibitor],-15%,-12%,-14%,-2%
CCN1CCN(C(=O)Cc2c(C)n(C(=O)c3ccc(Cl)cc3)c3ccc(OC)cc23)CC1,-10%,-5%,0%,-13%[10 µM],-5%,-1%,4%,1%
CCN(CC)C(=O)c1ccc(NC(=O)COc2ccc([N+](=O)[O-])cc2Cl)cc1,-7%,-27%,-2%,23%[10 µM],-6%,?,-1%,-2%
CC(C)Sc1nnc(OC(=O)N(C)C)n1-c1ccccc1,6%,-4%,-1%,10%[10 µM],-6%,-9%,3%,-6%
COCc1cc(C2SCC(=O)Nc3c2c(=O)[nH]n3C(C)C)ccc1OC (configuration not stated),.,-4%,0%,0%,0%,-8%,-2%,4%
O=C(C1CC(c2ccccc2O)=NO1)N1CCC2(CC1)OCCO2 (configuration not stated),.,-11%,2%,-5%,-7%,-9%,3%,2%
COC(=O)CCC(=O)Nc1sc(Cc2ccccc2)c(C)c1C(N)=O,-1%,-2%,0%,16%[10 µM],7%,?,?,-8%
CN1C(=O)C(=Cc2cccnc2)C(=O)N(C)C1=O,5%,-13%,1%,-7%[10 µM],-8%,?,-3%,0%
O=C1NC(=O)C(CCc2ccccn2)(Cc2cccc(Cl)c2Cl)C(=O)N1c1ccc(Br)cc1 (configuration not stated),4%,-17%,0%,9%[10 µM],-7%,-11%,2%,-8%
CCOC(=O)COc1ccc2c(c1)c(C(C)=O)c(C)n2Cc1ccccc1,12%,-5%,-1%,?,-5%,-6%,0%,3%
CC(ON1CC1(C(F)(F)F)C(F)(F)F)(C(N)=O)C(N)=O (configuration not stated),11%,4%,-6%,.,-5%,-1%,-1%,-1%
CN1CCN(C(=O)OC2c3nccnc3C(=O)N2c2ccc(Cl)cn2)CC1 (configuration not stated),1%,?,-1%&-2%&-1%,-10%,?,?,-15%&-5%&1%,-4%&4%&-2%
O=C(Cc1ccccc1)N1CCN(C2CCCC2)CC1,30%,6%,-10%,3%,1%,7%,6%,-8%
CCC(=O)OC1(c2ccccc2)CCN(C)CC1C (configuration not stated),-2%,-1%,-1%,0%[10 µM],-4%,2%,-6%,-4%

# A second format for 5 compounds above.
structure	L3MBTL1 inh	Tau fluor counter	TexasRed fluor	HTT ATP protect	RECQ1 helicase	Tau ThT inhib	Tau fibril FP	TRb SRC2 PPI
O=C(c1ccco1)c1cn(Cc2ccccc2)c2ccccc12	.	?	1%	-49%[inhibitor]	-15%	-12%	-14%	-2%
CCN1CCN(C(=O)Cc2c(C)n(C(=O)c3ccc(Cl)cc3)c3ccc(OC)cc23)CC1	-10%	-5%	0%	-13%[10 µM]	-5%	-1%	4%	1%
CCN(CC)C(=O)c1ccc(NC(=O)COc2ccc([N+](=O)[O-])cc2Cl)cc1	-7%	-27%	-2%	23%[10 µM]	-6%	?	-1%	-2%
CC(C)Sc1nnc(OC(=O)N(C)C)n1-c1ccccc1	6%	-4%	-1%	10%[10 µM]	-6%	-9%	3%	-6%
COCc1cc(C2SCC(=O)Nc3c2c(=O)[nH]n3C(C)C)ccc1OC (configuration not stated)	.	-4%	0%	0%	0%	-8%	-2%	4%

# Later entries:
SMILES,L3MBTL1 inh,Tau fluor counter,TexasRed fluor,HTT ATP protect,RECQ1 helicase,Tau ThT inhib,Tau fibril FP,TRb SRC2 PPI
C=C1C(=O)O[C@H]2[C@H]1[C@H](OC(=O)CC(=O)O[C@@H]1C[C@@H](C)[C@@H]3C=CC(=O)[C@@]3(C)[C@H]3OC(=O)C(=C)[C@H]13)C[C@@H](C)[C@H]1C=CC(=O)[C@]12C,.,-8%,0%,4.5µM*,i,16µM*,11µM*,3%
CC(C)N(Cc1ccccc1)C(=O)CCS(=O)(=O)c1ccc2c(c1)oc(=O)n2C,.,-16%,?,.,.,?,-5%,0%
COc1cc([C@@H]2c3cc4c(cc3[C@H](O)[C@H]3COC(=O)[C@H]23)OCO4)cc(OC)c1OC,-5%,-8%&-2%&-6%&-5%,-3%&0%&0%&0%,-333%[inhibitor],-20%&-4%&-11%,-7%&0%&-1%&-3%,-3%&-4%&-1%&-4%,9%&19%&1%&8%
CCOCCCNC(=O)C1c2cc(OC)c(OC)cc2C(=O)N2CCCCC12 (configuration not stated),-3%,-3%,8%,1%[10 µM],0%,-6%,-3%,3%
O=C(NCCSc1c(-c2ccccc2)[nH]c2ccccc12)c1ccc(S(=O)(=O)N2CCOCC2)cc1,.,6.3µM*[quencher],-2%,.,.,-9%,?,-1%
COc1cccc(OCC(=O)N2CCN(C)CC2)c1,-4%,4%,2%,-7%,-7%,3%,10%,-30%
CC(C)(C)NCC(O)c1ccccc1Cl (configuration not stated),.,-4%&-12%,-5%&-1%,?,-5%,-6%&-10%,0%&-3%,9%&3%
CC1=CC(=C2C(=O)NC(=S)NC2=O)C=C(C(F)(F)F)N1C,.,-5%,-2%,?,-5%,-10%,-2%,-2%
CCC(=NCc1ccco1)c1c(O)n(C2CCCCC2)c(=O)[nH]c1=O,-4%,-11%,0%,-9%[0.074 µM],-9%,-20%,-2%,-3%
Cc1cc(OC(=O)N(C)C)nc(SCc2c(Cl)cccc2Cl)n1,28%,-16%,-1%,-8%[10 µM],-14%,-13%,1%,-7%
CN1C(=O)C(=Cc2ccc(N3CCOCC3)o2)C(=O)N(C)C1=S,-5%,0%,1%,14%[10 µM],i,?,1%,4%
CC1=CC(=O)C2=C(C)CC(O)C3C(C)C(=O)OC3C12 (configuration not stated),-2%,6%,3%,-3%[10 µM],-3%,11%,-1%,7%
O=c1[nH]c(=O)n(C2CCCCC2)c(O)c1C1=Nc2ccccc2SC(c2ccc(Cl)cc2)C1 (configuration not stated),.,?,-2%,.,.,-12%,?,4%
COc1ccc(-c2c3c(=O)n(C)c(=O)n(C)c3c3n2-c2ccccc2NC3c2ccccc2OC)cc1 (configuration not stated),.,-9%,-1%,.,.,?,10%,6%
O=C1NC(=O)N(CCC2=CCCCC2)C(=O)/C1=C\c1cccs1,?,1%,1%,-9%[10 µM],16%,?,-7%,0%
Cc1oc2cc3oc(=O)c(CCC(=O)N4CCCCC4)c(C)c3cc2c1C,.,-29%,6%,.,.,?,-3%,1%
COc1ccc(CCNCc2ccc(C)s2)cc1OC,4%,-2%,-1%,-21%,i,2%,5%,2%
CN1CCN(C(=O)COc2ccc(N(C)S(=O)(=O)c3ccc(F)cc3)cc2)CC1,0%,9%,2%,-2%,i,4%,1%,-5%
CCC(Sc1ccccc1)C(=O)OC1CC2CCC(C1)N2C (configuration not stated),.,-3%,0%,-29%,i,-4%,1%,1%
CCOC(=O)C1=C(N)Oc2cc(C)oc(=O)c2C12C(=O)N1c3c(cc(OC)cc32)C(C)=CC1(C)C (configuration not stated),-12%,-28%,-1%,16%[0.074 µM],-2%,-9%,6%,2%
Cc1cccc(-n2c(O)c(/C=N/NC(=O)c3ccncc3)c(=O)[nH]c2=O)c1,-12%,3%,-1%,4%[10 µM],-2%,-2%,8%,-8%
O=c1c2cc(N3CCOCC3)ccc2[nH]c(=S)n1Cc1ccc(Cl)cc1,.,?,1%,-4%,-4%,?,7%,6%
CCOC(=O)c1c(C)[nH]c(C(=O)C(Cc2ccccc2)N(C)C)c1C (configuration not stated),.,-17%,-1%,-4%,-7%,-14%,4%,-9%
CC1N(O)C2CCCCCC2N1O (configuration not stated),.,7%,-4%,-1%,-5%,4%,-4%,0%
O=c1c2ccccc2nc(/C=C\c2ccccc2[N+](=O)[O-])n1-c1ccccc1O,?,-24%,0%,-1%[10 µM],1%,-15%,-1%,-1%
COc1ccc(C2=NCc3nnc(C)n3-c3ccc(Cl)cc32)cc1Cl,5%,1%,4%,21%[1.9 µM],-20%,1%,-5%,-8%
CC(=NCCCn1ccnc1)c1c(O)n(C2CCCCC2)c(=O)[nH]c1=O,-6%,0%,-1%,-11%[10 µM],2%,-5%,?,0%

# Source: PubChem (National Center for Advancing Translational Sciences (NCATS))
